# Source: PubChem BioAssay
# IL-1B inflam inh: qHTS for Inhibitors of Inflammasome Signaling: IL-1-beta AlphaLISA Primary Screen. THP-1 LPS/ATP IL-1B secretion, AlphaLISA, 16 h; hits give low values. activity change, % at 57.5 µM. hit rate 4.7% among 360,000. AID 743279, 2014; in the data active means activity change below about -50%; inconclusive means mostly about -30% to -49%; further: on the % scale 0 is the no-effect control and ±100 the full control effect
#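 THP-1 cells pretreated 1 hr with compounds (up to 57.5 uM final), then stimulated with LPS (250 ng/mL final) plus ATP (1.25 mM final); secreted IL-1B measured by AlphaLISA after 16 hr, decreased signal indicating inhibition.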
# D3 ag: qHTS of D3 Dopamine Receptor Agonist: qHTS | D(3) dopamine receptor (Homo sapiens), P35462 | hit rate 0.58% among 410,000 | D3R DiscoveRx beta-arrestin cells, luminescence, 90 min | max activation, %; in the data active means max activation above about 30%; further: 0% is about no effect; mostly tested at two doses, the higher about 12 µM
# Target sequence (P35462 whole entry, looked up): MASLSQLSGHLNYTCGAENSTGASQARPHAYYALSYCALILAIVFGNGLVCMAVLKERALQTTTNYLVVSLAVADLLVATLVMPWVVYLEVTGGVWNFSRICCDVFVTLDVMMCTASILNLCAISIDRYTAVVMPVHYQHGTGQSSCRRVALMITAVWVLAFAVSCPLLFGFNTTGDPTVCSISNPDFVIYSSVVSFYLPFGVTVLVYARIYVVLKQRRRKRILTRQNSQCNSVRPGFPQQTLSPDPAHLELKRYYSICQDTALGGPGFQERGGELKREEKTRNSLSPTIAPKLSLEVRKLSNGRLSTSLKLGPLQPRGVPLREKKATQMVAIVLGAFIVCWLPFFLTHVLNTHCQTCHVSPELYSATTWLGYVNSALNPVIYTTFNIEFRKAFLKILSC
#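 Cells at 1500/well, incubated overnight, then treated with pinned compounds (dopamine as control) for 90 min at 37 degrees C. DiscoveRx reagent added for 30 - 60 minutes at room temperature; luminescence read.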
# HT1080 IDH1KD tx: qHTS for induction of synthetic lethality in tumor cells producing 2HG: qHTS for the HT-1080-IDH1KD cell line; Potency, µM (top dose mostly 46.1 µM), inactives show at the top dose activity, negative = toxicity, actives largely listed as cytotoxic; hit rate 2% among 360,000; HT-1080 IDH1 knockdown viability, ATP luminescence, 48 h;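 further: potency means the concentration at half of the fitted maximal effect; 0% = DMSO wells and -100% = cell-free medium wells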
#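 After a 2 h attachment period, IDH1KD HT-1080 cells took pin-transferred compound for 48 h at 37 °C; ATP-based luminescence after 10 min room-temperature reagent incubation reported viability.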
# KB-V1 cytotox: qHTS assay for MDR1-selective chemotherapeutics: Primary screen using the drug-selected MDR subline cells KB-V1 | AID 1347076, 2019 | KB-V1 MDR cells viability, CellTiter-Glo, 72 h | hit rate 3.4% among 400,000 | Potency, µM (titrated, usually from 46.1 µM), for the others: top-dose activity change, negative = cytotoxicity, usual class: cytotoxic; further: potency means the concentration at half of the fitted maximal effect; on the % scale 0 is the no-effect control and ±100 the full control effect; nearly all actives have a fitted effect of over 60% in size
#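 Following 72 h at 37 degrees C with compound, KB-V1 cell viability was read by CellTiter-Glo luminescence, medium being phenol-red-free DMEM plus 10% FBS; concentration-response parameters came from normalized, curve-fitted qHTS data.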
# HEK293 tox: qHTS of GLP-1 Receptor Inverse Agonists: Cytotox Screen. Potency, µM (doses to about 38.3 µM), for inactives: at the top dose activity change, negative = inhibition, actives largely listed as inhibitors. HEK293 cAMP-luciferase reporter cells, luminescence, 24 h. AID 624418, 2012. hit rate 0.13% among 410,000;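 further: loss of luciferase light is scored as toxicity; potency means the concentration at half of the fitted maximal effect; on the % scale 0 is the no-effect control and ±100 the full control effect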
#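 To flag toxic compounds, the library was rerun on cells for 24 hr at 37 deg C and 5% CO2. Viability-linked luminescence was captured 12 min after adding luciferase detection reagent.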
# KB-3-1 cytotox: qHTS assay for MDR1-selective chemotherapeutics: Primary screen using the parental adenocarcinoma cell KB-3-1; KB-3-1 viability, CellTiter-Glo ATP luminescence, 72 h; Potency, µM (top dose mostly 46.1 µM), inactives show at the highest dose activity change, negative = cytotoxic, usual class: cytotoxic; hit rate 1.4% among 400,000; further: potency means the concentration at half of the fitted maximal effect; on the % scale 0 is the no-effect control and ±100 the full control effect; nearly all actives have a fitted effect of over 60% in size
#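 Screening of KB-3-1 cells (DMEM, 10% FBS, phenol-red free) ran from lowest to highest compound concentration; after 72 h at 37 °C viability was read luminescently and curves fitted.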
# SW480 rerep: A quantitative high throughput screen for small molecules that induce DNA re-replication in SW480 colon adenocarcinoma cells | SW480 DNA re-replication, Hoechst DNA content imaging, 48 h | Potency, µM (highest dose often 46.1 µM), for the others: top-dose re-replication activation, most hits filed as activators | hit rate 1.8% among 340,000 | AID 624297, 2012; further: potency means the concentration at half of the fitted maximal effect; % of control where 0% means no effect; nearly all actives have a fitted effect of over 55% in size
#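 Per well, 250 cells were exposed to pinned compound for 48 hr. Nuclear DNA was visualised with Hoechst (40 min, 37 C) and total object intensity recorded by fluorescence scanning.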
# MCF10A rerep: A quantitative high throughput screen for small molecules that induce DNA re-replication in MCF 10a normal breast cells; MCF 10A DNA re-replication, Hoechst nuclear intensity, 48 h; Potency, µM (series often up to 46.1 µM), without a hit: at the top dose activity, positive = re-replication, most hits filed as activators; hit rate 2.9% among 350,000; AID 624296, 2012; further: potency means the concentration at half of the fitted maximal effect; % of control where 0% means no effect; nearly all actives have a fitted effect of over 50% in size
# HT1080-NT tox: qHTS for induction of synthetic lethality in tumor cells producing 2HG: qHTS for the HT-1080-NT fibrosarcoma cell line; HT-1080-NT fibrosarcoma viability, CellTiter-Glo ATP luminescence, 48 h; Potency, µM (highest dose often 46.1 µM), without a hit: at the top dose activity, negative = less viability, usual class: cytotoxic; hit rate 1.6% among 360,000;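 further: NT is the 2HG producing partner of a matched IDH1 knockdown line; potency means the concentration at half of the fitted maximal effect; 0% = DMSO-treated cells and -100% = media-only wells without cells; nearly all actives have a fitted effect of over 55% in size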
#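 HT-1080-NT; 750 cells/well; 5% FBS RPMI; 48 h compound, 37 degrees C; CellTiter-Glo luminescence; curve fitting and curve-class assignment.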
# Numbers without * were called inactive; ? = inconclusive; · = not tested or not shown; & = joins results of further samples; [ ] = remark or other dose. Unless noted, the call rests on the fitted dose curve; in most records, active means well fitted curve in the direction sought with a large enough effect; inconclusive means small, poorly fitted or top-dose-only effect, or another doubt; inactive means no such curve, though single readings can be large; an effect the other way counts as inactive or inconclusive.
SMILES,IL-1B inflam inh,D3 ag,HT1080 IDH1KD tx,KB-V1 cytotox,HEK293 tox,KB-3-1 cytotox,SW480 rerep,MCF10A rerep,HT1080-NT tox
Cc1cc(C)cc(S(=O)(=O)c2cn(C)c3cc(N4CCN(C)CC4)c(F)cc3c2=O)c1,4.2,0.9,-2.0%,?,4.9%,8.1%,-9.5%,23.1µM*,11.1%
O=C(Nc1cccc(C2=NCCN2)c1)Nc1cccc(C2=NCCN2)c1,?,-22.6&-2.9,-21.4%,-13.7%,2.9%,-5.7%,-108.0%&-2.5%[inhibitor],3.1%&-5.3%,-2.9%
Cc1c(NC(=O)c2ccc3c(c2)OCO3)cccc1-c1nc2ccccc2o1,-5.4,1.0,-21.7%,0.0%,10.7%,0.5%,13.3%,24.0%,-0.6%
COCCN(C(=O)c1ccccc1OC)c1nnc(C)s1,27.5,-2.4,4.9%,-9.1%,2.9%,-10.4%,1.7%,-5.6%,1.5%
Cc1[nH]c2c(C)cccc2c1CCNS(=O)(=O)c1cccc([N+](=O)[O-])c1,4.3,3.1,-8.5%,23.1µM*,-13.6%,?,-5.2%,-6.8%,-14.8%
Cn1c(C(=O)N2CCc3ccccc3C2)cc2c(=O)n3ccccc3nc21,7.2,1.0,-0.7%,-27.4%,·,2.7%,?,?,-6.5%
COCCNc1nnc(SCC(=O)NNC(=O)c2ccccc2)s1,-3.6,-1.4,4.2%,17.7%,8.0%,6.0%,-29.6%,-11.6%,2.4%
Cc1ccc(SCC(=O)NNC(=O)c2ccccc2)cc1C,-9.1,-16.3,18.4%,-5.4%,-4.5%,14.9%,-0.2%,6.6%,21.5%
CCn1cc(/C=C(\NC(=O)c2ccccc2)C(=O)NCCCn2ccnc2)c2ccccc21,-22.7,2.3,5.3%,21.7%,-4.0%,-21.2%,·,·,10.4%
COc1ccc(CCNC(=O)c2cc(-c3cc(Cl)ccc3O)n[nH]2)cc1OC,-5.9,21.7,-1.9%,?,-43.7%,?,?,19.4%,?
CCN1C(=O)CC(C(=O)Nc2ccc(F)cc2)SC1=Nc1cccc(OC)c1 (stereo not drawn),-9.0,3.5,-8.3%,18.4µM*,-4.1%,?,3.5%,20.9%,-7.0%
CCOC(=O)c1cccc(NC(=O)NCc2ccc3c(c2)CCN3C(=O)c2ccccc2)c1,·,-12.0,·,-14.0%,-13.5%,?,·,·,·
CN1CCOCCOCCN(C)C1=O,28.3,-2.3,4.5%,4.4%,2.1%,5.7%,-2.2%,19.3%,5.0%
O=C(NC1CCCCC1)c1cccnc1Sc1ccccc1,-16.0,4.5,15.8%,-3.8%,11.3%,1.2%,14.1%,?,7.6%
Cn1cnc2c(cnn2C)c1=N,-3.9,1.5,8.1%,16.0%,-10.4%,-4.2%,-17.4%,-19.1%,5.9%
CC(=O)Nc1cccc2c1Cc1cc([N+](=O)[O-])ccc1-2,-12.2,4.0,0.3%,?,-2.5%,-1.4%,4.8%,2.0%,5.9%
CCN(CC)C(=O)CSc1nnc(-c2ccc(S(=O)(=O)NCc3ccccc3Cl)cc2)o1,11.2,18.9,-6.2%,-7.9%,-13.8%,0.4%,-2.9%,-20.9%,-1.8%
Cc1ccc(-n2c(C)cc(C)c(C#N)c2=O)cc1Cl,28.7,1.9,9.3%,-0.8%,-0.6%,14.5%,-3.6%,-0.9%,5.4%
COc1cccc(CNC(=S)Nc2ccc3c(c2)c(=O)n(C)n3Cc2csc(C)n2)c1,-24.2,4.8,12.6%,-0.4%,0.9%,0.0%,·,·,24.8%
CCOc1ccccc1N(CC(=O)N/N=C(\C)c1cccc(Br)c1)S(C)(=O)=O,-4.2,3.8,-5.4%,0.7%,-0.3%,-3.8%,7.1%,2.0%,-9.8%
COc1cccc(C(=O)NCC(=O)N2CCC(C)CC2)c1,7.6,1.3,17.6%,0.3%,-0.7%,15.7%,-2.1%,-1.8%,12.2%
O=S(=O)(Nc1ccccc1N1CCOCC1)c1c(F)cc(F)cc1Br,19.7,-1.2,11.8%,?,7.0%,5.5%,0.5%,0.5%,4.8%
CCSc1nnc(NC(=O)C(C)(C)C)s1,5.8,-1.8,1.0%,3.4%,5.9%,-8.7%,-0.6%,-5.3%,-1.2%
O=C(O)c1ccc(NC(CSCc2cccc(F)c2)C(=O)O)c([N+](=O)[O-])c1 (stereo not drawn),2.0,7.3,-1.0%,37.2%,-18.5%,15.7%,-9.8%,26.1%,8.3%

# Sorted by formula weight (smallest number first): 4 of the compounds above.
SMILES,IL-1B inflam inh,D3 ag,HT1080 IDH1KD tx,KB-V1 cytotox,HEK293 tox,KB-3-1 cytotox,SW480 rerep,MCF10A rerep,HT1080-NT tox
Cc1ccc(-n2c(C)cc(C)c(C#N)c2=O)cc1Cl,28.7,1.9,9.3%,-0.8%,-0.6%,14.5%,-3.6%,-0.9%,5.4%
COc1cccc(C(=O)NCC(=O)N2CCC(C)CC2)c1,7.6,1.3,17.6%,0.3%,-0.7%,15.7%,-2.1%,-1.8%,12.2%
O=C(O)c1ccc(NC(CSCc2cccc(F)c2)C(=O)O)c([N+](=O)[O-])c1 (stereo not drawn),2.0,7.3,-1.0%,37.2%,-18.5%,15.7%,-9.8%,26.1%,8.3%
O=S(=O)(Nc1ccccc1N1CCOCC1)c1c(F)cc(F)cc1Br,19.7,-1.2,11.8%,?,7.0%,5.5%,0.5%,0.5%,4.8%

# (further entries)
SMILES,IL-1B inflam inh,D3 ag,HT1080 IDH1KD tx,KB-V1 cytotox,HEK293 tox,KB-3-1 cytotox,SW480 rerep,MCF10A rerep,HT1080-NT tox
Cc1ccc2[nH]c(=O)c(CN(Cc3nnnn3Cc3ccccc3)C3CCCC3)cc2c1,-68.6*,2.8,4.2%,-19.1%,?,-12.3%,2.1%,-21.1%,0.0%
CCc1ccc(CCC(=O)Nc2ccc(Br)cc2)o1,?,-0.2,-21.2%,?,0.2%,7.7%,?,11.3%,-15.4%
COc1ccc([N+](=O)[O-])cc1NC(=O)Cc1c(Cl)cccc1Cl,13.7,-6.0,-12.6%,-3.1%,-10.5%,-0.5%,-4.4%,11.9%,-26.3%
COc1ccc2[nH]c(C(=O)N3CCc4ccccc4C3)c(C)c2c1,17.7,-0.7,-2.2%,-10.1%,-18.9%,-20.8%,11.9%,-13.5%,-29.6%
CCOC(=O)c1ccc(S(=O)(=O)Nc2ccc(N3CCOCC3)cc2)cc1,0.8,0.1,0.0%,-25.2%,3.9%,0.0%,-6.5%,22.3%,0.0%
CC(C)c1ccc(S(=O)(=O)c2nnn3c2nc(NC2CCCC2)c2sccc23)cc1,·,10.4,·,-6.1%,2.5%,2.4%,·,·,·
O=c1onc(-c2ccccc2)n1Cc1ccc([N+](=O)[O-])cc1,-13.4,2.6,-10.7%,-22.9%,-6.5%,0.0%,·,·,-11.3%
Cc1ccc(-c2nn3c(=O)cc(CN4CCN(C(=O)c5ccc(C(C)(C)C)cc5)CC4)nc3s2)cc1,·,1.7,·,5.8%,0.9%,-1.0%,·,·,·
CC(C)(C)C(=O)CSc1ccc(S(=O)(=O)N2CCCC2)cn1,-1.9,-0.8,-4.1%,-1.8%,7.4%,-14.3%,13.7%,?,-9.6%
Cc1cccc(OCC(=O)N(Cc2cccs2)c2ccc(Cl)cc2)c1C,·,7.8,·,?,-0.3%,-17.2%,·,·,·
O=C(O)CCCCCNS(=O)(=O)/C=C/c1ccccc1,6.3,-2.3,11.4%,?,-0.2%[7.66 µM],6.0%,-3.0%,-2.0%,11.1%
CCOc1ccccc1-c1nc(C(N)=O)c2[nH]c(=O)n(-c3ccc(F)cc3)c2n1,32.0,-6.4,0.5%,-6.2%,-4.7%,-10.6%,-0.7%,-0.9%,0.6%
COc1ccc(S(=O)(=O)N(C)C[C@@H]2OCCCC[C@@H](C)Oc3ccc(NC(=O)NC(C)C)cc3C(=O)N([C@H](C)CO)C[C@@H]2C)cc1,18.0,10.9,5.1%,-0.7%,-5.1%,29.1%,·,·,8.5%
COc1ccc(C(=O)c2coc3ccc(O)c(CN4CCCCC4)c23)cc1,-11.5,-6.2,-18.7%,10.9%,7.4%,-28.0%,0.9%,14.0%,4.0%
COc1cc([N+](=O)[O-])cc(/C=N/NC(=O)C(C)Nc2cccc3ccccc23)c1O (stereo not drawn),54.8,-26.4,18.4µM*,?,?,?,?,?,?
Brc1ccccc1OCCCCn1cnc2ccccc21,-84.5*,1.4,?,?,-6.2%,5.17µM*,2.8%,?,-15.9%
O=C1c2ccccc2C(=O)N1c1nc(-c2cccs2)cs1,-8.2,-3.3,-1.2%,0.0%,21.6%,0.0%,9.6%,11.2%,-3.2%
O=C(COC(=O)c1cccnc1Cl)Nc1ccc(S(=O)(=O)N2CCOCC2)cc1,-2.7,-2.3,4.7%,-1.7%,0.2%,4.8%,-6.6%,-0.8%,0.0%
Cc1onc(-c2ccccc2)c1C(=O)N1CCN(C)CC1,17.6,0.1,10.8%,-6.3%,-7.2%,-10.1%,-2.3%,-7.5%,5.5%
COc1ccc(CC(N)c2csc(NC(=O)Nc3ccc(F)cc3)n2)cc1 (stereo not drawn),-65.3*,-0.9,?,0.7%,15.4%,0.0%,·,·,?
Cc1noc(C)c1S(=O)(=O)N(C)CC(=O)Nc1ccc(F)cc1,14.8,-2.0,-6.1%,3.6%,-4.6%,0.8%,-3.9%,2.2%,4.7%
COc1ccc(NC(=O)CCC(=O)c2ccc(F)cc2)cc1,15.8,9.7,-18.6%,5.3%,-3.6%,-3.0%,7.9%,-2.1%,?
Cc1cc(OCC(=O)OCC(=O)NC2CCCC2)ccc1Cl,0.0,1.1,2.6%,3.4%,-7.4%,8.7%,-8.2%,-5.3%,-4.2%

# No enrichment for hits; any-hit rate near 11%.
